KCNH2 3.1 inh: inhibitors of human KCNH2 3.1 potassium channel isoform; U2OS KCNH2 3.1, thallium flux FluxOr; stronger effect = lower value; activity change, % (tested at about 1.8 µM); 340,000 compounds, 0.95% hits;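 active = maximum activity change below -70%; inconclusive = maximum activity change from -70% to -50%; inactive = maximum activity change above -50%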;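 also: thallium influx rate constant from kinetic fluorescence after stimulation buffer; % is scaled to controls: 0 for no effect and ±100 for the full control effect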
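Channel expression came from 3.1 mutant virus (1.77 x 10^8 /mL) applied to suspended U2OS cells for 4 h. Flux was tracked with FluxOr dye plus Red40 quencher, and kinetic rate constants normalized to controls.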
Giardia killer: Giardia lamblia killing; Giardia lamblia trophozoite viability; activity change, % at 7.66 µM, hits read low; 340,000 compounds, 0.15% hits; AID 540267; in the data active = activity change below about -80%; inconclusive = between about -30% and that limit;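 also: parasites exposed to compound for two days anaerobically before the ATP read; % is scaled to controls: 0 for no effect and ±100 for the full control effect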
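Giardia trophozoites, 100 cells per well, were exposed to compounds for 48 hrs at 37 deg C under anaerobic conditions; viability was then read as ATP content by bioluminescence after 15-30 min at room temperature.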
USP2a inh: USP2a (human) protease inhibition; O75604; USP2 core, Ub-CHOP2 coupled fluorogenic reporter, 485/531; Potency, µM (highest dose often 38.3 µM), for inactives: at the top dose activity change, negative = inhibition, hits mostly inhibitors; 330,000 compounds, 0.01% hits;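 also: potency is read from the fitted curve at half-maximal effect; plate controls were DMSO wells for no effect and full inhibition by NEM control for full effect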
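USP2 core (10nM final) preincubated 30min RT with compound in 20mM Tris-HCl pH 8.0, 2mM CaCl2, 2mM beta-mercaptoethanol, 0.05% CHAPS; 25nM Ub-CHOP2 plus 25nM reporter substrate added, fluorescence (Ex485/Em531) read after 60min.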
TRPV1 agonist: activates the human vanilloid receptor TRPV1; 320,000 compounds, 0.19% hits; AID 540275; TRPV1-expressing cells, Fluo-8 calcium influx, agonist mode; activation, % at 8.33 µM; Q8NER1; in the data active = activation above about 80%; inconclusive = between about 30% and that limit; also: 0% is about no effect
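TRPV1-expressing cells were cultured overnight at 35.5C and loaded with Fluo-8 calcium dye for 40 to 90 min at room temperature. After a 10 s baseline, compound was added and calcium influx was read kinetically for 3 min (ex 480/em 520 nm).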
B2AR arrestin: recruits beta-arrestin to the human beta2-adrenergic receptor; P07550; beta-arrestin recruitment to beta2AR, cell-based reporter; Potency, µM (doses to about 46.1 µM), without a hit: at the top dose activation, most hits filed as activators; 330,000 compounds, 0.02% hits;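 also: potency is read from the fitted curve at half-maximal effect; 0% = DMSO controls and full agonism = EC100 isoproterenol or metaproterenol; nearly all actives have a fitted effect of over 65% in size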
FBPA coupling cs: counter-screen for Giardia aldolase inhibitors: coupling enzyme system; coupling enzyme system counterscreen, AmpLite Red fluorescence; activity change, negative = inhibition, % at 58.2 µM, hits read low; 290,000 compounds, 0.67% hits; in the data active = activity change below about -30%; also: % is scaled to controls: 0 for no effect and ±100 for the full control effect
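Activity here indicates interference with the coupling reaction, not aldolase inhibition. Compounds at 57.5 uM final met coupling enzymes for 10 min at RT; substrate and AmpLite Red detection followed, with a 525/598 nm fluorescence read after 20 min.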
Menin MLL FP TR: menin-MLL binding inhibition, Texas Red mutant peptide; O00255; Potency, µM (series often up to 61.6 µM), for inactives: at the top dose FP activity change, negative = inhibition, most hits filed as inhibitors; Menin + Texas Red MLL mutant peptide, fluorescence polarization; 270,000 compounds, 0.23% hits; active = well fitted inhibition curve with a large enough effect in the polarisation, with a control signal flat, not every such curve was filed as active; inconclusive = small, poorly fitted or top-dose-only effect, or effect the other way, or a change in a side signal; inactive = no such curve, though single readings can be large or run the other way; the % refers to the polarisation; also: potency is read from the fitted curve at half-maximal effect; % of control where 0% means no effect; many of its hits are not listed in these tables
MLL CXXC-DNA inh: blocks binding of human MLL CXXC domain to DNA; Q03164; MLL-CXXC / FITC-HOXA9 DNA fluorescence polarization; Potency, µM (highest dose often 115 µM), inactives show at the top dose activity change, negative = inhibition, most hits filed as inhibitors; 290,000 compounds, 0.037% hits; AID 2662; active = well fitted inhibition curve with a large enough effect in the polarisation, with a control signal flat, not every such curve was filed as active; inconclusive = small, poorly fitted or top-dose-only effect, or effect the other way, or a change in a side signal; inactive = no such curve, though single readings can be large or run the other way; the % refers to the polarisation; also: potency is read from the fitted curve at half-maximal effect
Target sequence (Q03164 whole entry, looked up, the tested form may be a part): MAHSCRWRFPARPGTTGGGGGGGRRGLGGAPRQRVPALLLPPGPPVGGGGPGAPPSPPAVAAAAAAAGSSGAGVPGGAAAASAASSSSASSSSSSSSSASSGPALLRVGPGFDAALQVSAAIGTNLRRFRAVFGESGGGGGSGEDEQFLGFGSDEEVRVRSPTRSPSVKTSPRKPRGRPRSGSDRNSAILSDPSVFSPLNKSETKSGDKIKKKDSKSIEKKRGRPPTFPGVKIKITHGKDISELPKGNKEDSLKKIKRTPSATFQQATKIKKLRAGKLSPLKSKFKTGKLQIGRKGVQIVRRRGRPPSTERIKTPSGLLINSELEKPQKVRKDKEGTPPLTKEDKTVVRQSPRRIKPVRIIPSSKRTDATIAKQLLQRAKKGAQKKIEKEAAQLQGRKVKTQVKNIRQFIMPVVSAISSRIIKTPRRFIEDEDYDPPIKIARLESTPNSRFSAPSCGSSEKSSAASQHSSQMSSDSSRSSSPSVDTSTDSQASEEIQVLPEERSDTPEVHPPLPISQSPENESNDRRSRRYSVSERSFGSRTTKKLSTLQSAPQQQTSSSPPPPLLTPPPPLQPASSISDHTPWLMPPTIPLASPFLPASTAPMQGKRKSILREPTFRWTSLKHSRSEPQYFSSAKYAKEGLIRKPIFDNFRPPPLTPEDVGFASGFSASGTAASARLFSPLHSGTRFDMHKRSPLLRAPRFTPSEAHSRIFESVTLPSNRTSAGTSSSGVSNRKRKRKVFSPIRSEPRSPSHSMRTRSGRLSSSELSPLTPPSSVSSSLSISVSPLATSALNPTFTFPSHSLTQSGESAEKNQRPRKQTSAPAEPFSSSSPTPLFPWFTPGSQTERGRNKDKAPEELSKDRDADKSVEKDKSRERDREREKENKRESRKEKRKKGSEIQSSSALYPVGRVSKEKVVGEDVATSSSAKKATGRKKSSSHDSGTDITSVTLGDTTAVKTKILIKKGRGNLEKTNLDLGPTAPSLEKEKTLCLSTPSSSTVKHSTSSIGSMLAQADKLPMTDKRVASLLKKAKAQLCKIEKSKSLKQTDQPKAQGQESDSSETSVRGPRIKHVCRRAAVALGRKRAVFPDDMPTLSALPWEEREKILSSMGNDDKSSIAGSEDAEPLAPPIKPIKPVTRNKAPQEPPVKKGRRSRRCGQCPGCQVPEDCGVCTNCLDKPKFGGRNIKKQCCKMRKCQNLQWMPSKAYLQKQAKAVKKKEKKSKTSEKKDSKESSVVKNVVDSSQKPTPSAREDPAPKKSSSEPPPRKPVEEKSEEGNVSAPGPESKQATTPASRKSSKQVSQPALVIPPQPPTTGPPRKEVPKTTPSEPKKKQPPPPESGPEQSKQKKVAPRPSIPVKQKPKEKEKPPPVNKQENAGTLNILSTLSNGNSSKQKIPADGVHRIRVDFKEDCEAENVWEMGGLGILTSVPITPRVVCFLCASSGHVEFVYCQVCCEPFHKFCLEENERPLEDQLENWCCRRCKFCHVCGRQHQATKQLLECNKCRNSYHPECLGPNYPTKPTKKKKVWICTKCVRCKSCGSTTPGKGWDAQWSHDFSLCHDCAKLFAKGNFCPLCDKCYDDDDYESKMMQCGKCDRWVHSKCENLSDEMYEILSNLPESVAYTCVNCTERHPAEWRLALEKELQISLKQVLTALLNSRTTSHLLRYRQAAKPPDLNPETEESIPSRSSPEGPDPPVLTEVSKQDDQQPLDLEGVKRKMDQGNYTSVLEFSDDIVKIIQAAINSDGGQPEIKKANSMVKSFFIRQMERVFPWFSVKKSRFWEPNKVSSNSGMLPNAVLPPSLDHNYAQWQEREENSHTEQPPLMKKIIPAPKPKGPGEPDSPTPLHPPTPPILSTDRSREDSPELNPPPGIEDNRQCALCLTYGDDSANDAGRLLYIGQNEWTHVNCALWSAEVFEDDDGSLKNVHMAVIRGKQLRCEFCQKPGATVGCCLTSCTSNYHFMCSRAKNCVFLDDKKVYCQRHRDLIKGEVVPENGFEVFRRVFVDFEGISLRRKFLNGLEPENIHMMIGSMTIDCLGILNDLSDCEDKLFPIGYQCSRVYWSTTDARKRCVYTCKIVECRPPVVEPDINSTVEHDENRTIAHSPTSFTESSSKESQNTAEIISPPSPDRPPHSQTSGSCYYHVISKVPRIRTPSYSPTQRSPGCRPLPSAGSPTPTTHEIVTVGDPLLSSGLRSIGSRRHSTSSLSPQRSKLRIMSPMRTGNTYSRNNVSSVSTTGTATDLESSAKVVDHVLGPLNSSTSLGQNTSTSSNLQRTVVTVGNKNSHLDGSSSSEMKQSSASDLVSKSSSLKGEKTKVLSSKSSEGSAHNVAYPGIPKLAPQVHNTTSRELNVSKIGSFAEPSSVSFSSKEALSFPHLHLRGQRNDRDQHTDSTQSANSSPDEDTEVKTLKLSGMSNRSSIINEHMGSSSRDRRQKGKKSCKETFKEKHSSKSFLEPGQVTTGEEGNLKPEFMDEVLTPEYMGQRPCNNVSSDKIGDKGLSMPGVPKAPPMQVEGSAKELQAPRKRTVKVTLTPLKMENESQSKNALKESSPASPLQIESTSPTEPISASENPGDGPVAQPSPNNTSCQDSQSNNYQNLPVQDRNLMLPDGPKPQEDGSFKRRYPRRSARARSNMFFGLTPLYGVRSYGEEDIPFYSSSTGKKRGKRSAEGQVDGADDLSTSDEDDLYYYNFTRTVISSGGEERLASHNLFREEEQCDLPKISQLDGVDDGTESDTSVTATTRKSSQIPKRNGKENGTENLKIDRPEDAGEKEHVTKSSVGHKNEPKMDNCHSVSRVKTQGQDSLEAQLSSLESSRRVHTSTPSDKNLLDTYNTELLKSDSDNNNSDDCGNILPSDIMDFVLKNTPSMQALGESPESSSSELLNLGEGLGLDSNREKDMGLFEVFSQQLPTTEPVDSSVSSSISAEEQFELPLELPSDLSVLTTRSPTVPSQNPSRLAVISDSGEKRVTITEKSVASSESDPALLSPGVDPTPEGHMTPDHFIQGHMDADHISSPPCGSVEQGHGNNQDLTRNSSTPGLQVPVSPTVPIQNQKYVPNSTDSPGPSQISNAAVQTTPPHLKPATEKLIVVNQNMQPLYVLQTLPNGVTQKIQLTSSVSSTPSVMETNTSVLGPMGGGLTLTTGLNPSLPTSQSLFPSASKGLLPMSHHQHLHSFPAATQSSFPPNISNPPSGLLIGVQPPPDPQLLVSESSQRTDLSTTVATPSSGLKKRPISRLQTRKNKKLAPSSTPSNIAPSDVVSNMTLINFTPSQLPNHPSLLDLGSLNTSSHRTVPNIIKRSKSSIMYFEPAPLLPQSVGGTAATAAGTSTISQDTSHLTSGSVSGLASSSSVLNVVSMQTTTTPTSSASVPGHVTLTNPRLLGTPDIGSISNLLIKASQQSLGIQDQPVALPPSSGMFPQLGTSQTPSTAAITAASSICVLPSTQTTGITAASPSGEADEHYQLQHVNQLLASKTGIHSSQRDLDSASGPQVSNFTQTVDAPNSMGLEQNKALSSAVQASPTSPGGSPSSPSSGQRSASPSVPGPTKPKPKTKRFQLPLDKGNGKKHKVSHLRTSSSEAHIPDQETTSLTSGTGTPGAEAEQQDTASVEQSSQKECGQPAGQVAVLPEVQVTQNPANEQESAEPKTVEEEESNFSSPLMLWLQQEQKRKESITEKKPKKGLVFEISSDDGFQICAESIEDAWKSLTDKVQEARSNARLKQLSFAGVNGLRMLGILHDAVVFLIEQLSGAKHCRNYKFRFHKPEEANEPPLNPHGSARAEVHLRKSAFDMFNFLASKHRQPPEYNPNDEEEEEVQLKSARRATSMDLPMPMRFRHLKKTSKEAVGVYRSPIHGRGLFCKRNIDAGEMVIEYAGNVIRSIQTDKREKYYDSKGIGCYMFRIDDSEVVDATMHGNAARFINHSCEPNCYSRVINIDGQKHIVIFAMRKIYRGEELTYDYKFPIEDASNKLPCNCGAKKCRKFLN
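Steps: dispense CXXC domain solution (7 uM) → pin compounds or unlabeled HOX-A9 DNA control → 5 min ambient → add FLSN-HOX-A9 solution (50 nM) → spin → 30 min ambient → fluorescence polarization. Tris pH 7.5/NaCl/DTT/BSA buffer.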
GALK inhibitor: blocks human galactokinase activity; Purified GALK, Kinase-Glo residual ATP luminescence; Potency, µM (top dose mostly 57.5 µM), for the others: at the top dose activity change, negative = inhibition, most hits filed as inhibitors; AID 1868; 270,000 compounds, 0.007% hits; also: potency is read from the fitted curve at half-maximal effect; % is scaled to controls: 0 for no effect and ±100 for the full control effect
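ATP-depletion format; final 35 uM ATP, 100 uM D-galactose, 5 nM enzyme; pH 8.0 HEPES/Mg2+ buffer; 60 min RT; luminescence read 10 min after detection reagent.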
KCNH2 WT inh: KCNH2 (human, wildtype) channel inhibition; Q12809; U2OS, BacMam KCNH2, thallium flux FluxOr; stronger effect = lower value; activity change, % at 1.84 µM; 340,000 compounds, 0.37% hits; AID 720551;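 active = maximum activity change below -70%; inconclusive = maximum activity change between -70% and -50%; inactive = maximum activity change above -50%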; also: % is scaled to controls: 0 for no effect and ±100 for the full control effect
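U2OS cells transduced with wild-type KCNH2 virus are loaded with FluxOr dye for 45 min, and thallium flux is measured in kinetic reads before and after stimulation buffer. Rate constants are normalized to DMSO controls.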
PKM2 activator: activators of human pyruvate kinase M2; Potency, µM (top dose mostly 57.5 µM), inactives show at the highest dose activation, hits mostly activators; purified PKM2, Kinase-Glo ATP luminescence, activation; response scale: 0% is enzyme alone, no compound; 260,000 compounds, 0.34% hits; also: potency is read from the fitted curve at half-maximal effect; % is scaled to controls: 0 for no effect and ±100 for the full control effect; nearly all actives have a fitted effect of over 55% in size
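Kinase-Glo luminescence reports ATP generated from ADP (0.1 mM) and PEP (0.5 mM) by purified hPK-M2 after 1 h at room temperature, pH 7.2 imidazole buffer; intermediate enzyme activity allows detecting inhibitors and activators.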
The depositor's hits bear a star; ? = inconclusive; . = no result given; [ ] = another dose, or the depositor's remark. Unless noted, calls follow the shape of the dose curve; as a rule, active = well fitted curve in the direction sought with a large enough effect; inconclusive = small, poorly fitted or top-dose-only effect, or another doubt; inactive = no such curve, though single readings can be large; an effect the other way counts as inactive or inconclusive.

SMILES	KCNH2 3.1 inh	Giardia killer	USP2a inh	TRPV1 agonist	B2AR arrestin	FBPA coupling cs	Menin MLL FP TR	MLL CXXC-DNA inh	GALK inhibitor	KCNH2 WT inh	PKM2 activator
CCc1nccn1CCC(=O)NC1CCCc2c1cnn2-c1ccc(F)cc1F (stereo not given)	5	19	4%	2	0.1%	.	.	2%	0%	3	3%
CC(C)C(=O)N1CCN(c2ccc([N+](=O)[O-])c(NC(C)c3ccccc3)c2)CC1 (stereo not given)	-1	-3	2%	?	3.7%	-11	0%	-1%	1%	4	-4%
CCOC(=O)C1=CN(CC)S(=O)(=O)NC1c1ccccc1 (stereo not given)	13	-4	2%	.	0.0%	.	.	.	.	1	.
CCCN(CC(=O)Nc1ccccc1OC)C(=O)c1ccc2[nH]c3c(c2c1)CC(C)CC3 (stereo not given)	0	32[activator]	-22%	11	-0.1%	.	.	.	.	1	.
Cn1c(SCC(=O)Nc2ccc(C(N)=O)cc2)nc2c(c1=O)SCC2	-3	-12	1%	-1	3.5%	-1	0%	?	-2%	-8	-8%
COc1ccc(CC(=O)OCC(=O)N(C)C2CCS(=O)(=O)C2)cc1OC (stereo not given)	15	12	4%	3	-0.1%	.	.	.	.	2	.
COc1ccc(CCNC(=O)C2CCCN2C(=O)Nc2cccc(OC)c2)cc1 (stereo not given)	6	-4	1%	-3	-0.2%	1	-2%	-8%	7%	22	0%[11.5 µM]
Cc1ccc(NC(=O)N2CCN(Cc3ccc4c(c3)OCO4)CC2)cc1	9	59[activator]	-3%	3	-0.9%	-4	6%	-17%	0%	17	-20%
N#Cc1nc(-c2cccs2)oc1NCCc1ccccc1	-15	-11	0%	?	0.3%	0	22%	11%	2%	1	12%
CN(C)S(=O)(=O)c1ccc(N2CCCC2)c(C(=O)OCC(=O)N2CCN(c3ccccc3)CC2)c1	5	24	0%	7	-0.2%	.	.	.	.	2	.
Clc1ccc(COn2ccnc2)cc1Cl	9	8	6%	2	-0.5%	0	-15%	3%	0%	-2	0%
Cn1c(N)c(C(=O)COC(=O)COc2ccccc2Cl)c(=O)n(C)c1=O	6	3	-2%	-5	-0.5%	.	.	.	.	27	.
COc1ccccc1-c1ccc(Nc2cccc(C(F)(F)F)c2)nn1	3	7	2%	-7	2.6%	0	-5%	-3%	-2%	-17	9%
CCOC(=O)N1CCN(S(=O)(=O)c2cc(OCC(N)=O)c(C)cc2Cl)CC1	6	-6	-1%	2	-0.5%	-2	-11%	-6%	2%	0	1%
CC(=O)Nc1ccc(OCC(O)CN2CCN(S(=O)(=O)c3ccc(NC(C)=O)cc3)CC2)cc1 (stereo not given)	5	-20	6%	-4	-0.2%	0	4%	-1%	4%	-12	9%
CCC1CN(C(=O)NCc2cccc(OC)c2)c2ccccc2O1 (stereo not given)	23	1	2%	24	-0.2%	4	-11%	0%	2%	7	.
Cn1c(SCC(=O)NC2CC2)nnc1-c1ccccn1	14	-23	4%	1	-0.1%	.	.	8%	-1%	1	1%
Cc1ccc(-n2nnnc2-c2nc3ccccc3s2)cc1	18	8	-1%	27	-0.7%	4	-19%	-7%	1%	-1	0%
CCCCOC(=O)CSC1=C(C#N)C(c2cccnc2)C(C(=O)OCC)=C(c2ccccc2)N1 (stereo not given)	-21	3	0%	9	-0.2%	-3	?	0%	-1%	31	1%
Cc1nnsc1C(=O)N/N=C/c1ccc2ccccc2c1O	-10	1	0%	?	-0.5%	4	?	?	1%	-4	2%
O=C(CCN1C(=O)/C(=C/c2ccc(F)cc2)SC1=S)NCCCn1ccnc1	-11	-7	0%	0	0.5%	-5	-1%	26%	-2%	12	-6%
O=C(CCCCCNC(=O)N1CCn2c1nc1ccccc12)NCc1ccccc1Cl	-1	-4	1%	5	0.1%	-2	-1%	14%	-4%	-3	0%[0.46 µM]
O=C(Cn1ccnc1)c1ccc(O)c(O)c1	-25	11	0%	-2	0.3%	.	.	.	.	-2	.
COc1ccc(Nc2nc(C)cc(C)c2C(N)=O)c(OC)c1	9	-15	-1%	-4	0.0%	-40*	-4%	10%	3%	6	?
O=S(=O)(/C=C/c1ccccc1)NC1CCCCCCC1	-9	0	0%	16	-0.1%	-1	-8%	6%	0%	15	0%
SMILES	KCNH2 3.1 inh	Giardia killer	USP2a inh	TRPV1 agonist	B2AR arrestin	FBPA coupling cs	Menin MLL FP TR	MLL CXXC-DNA inh	GALK inhibitor	KCNH2 WT inh	PKM2 activator
CCc1ccc(N2CN=c3s/c(=C\c4ccccc4)c(=O)n3C2)cc1	7	6	-5%	-1	0.4%	2	.	3%	5%	-1	-2%
O=c1cc(CN2CCN(c3ccc(F)cc3)CC2)nc2sccn12	-4	14	4%	-1	-0.2%	2	33%[activator]	-13%	-2%	3	0%
CCCCC(c1nnnn1CC1CCCO1)N1CCN(c2ccccc2)CC1 (stereo not given)	10	-4	-6%	10	0.0%	1	-17%	-4%	1%	7	.
Oc1ccc(C(=S)N2CCCCC2)cc1Cl	10	-7	3%	12	0.1%	2	-3%	-3%	-7%	-6	-2%
Cc1ccc2nc(C3CCCCC3)[nH]c2c1	-15	38[activator]	0%	25	-0.5%	-5	-8%	4%	-2%	-11	-10%
CCC(C)NC(=O)Cn1cc2c(n1)CCC(C)C2 (stereo not given)	3	-5	-1%	2	-0.1%	2	4%	-10%	2%	-4	-2%
Cc1ccc2nc(NC(=O)c3ccco3)sc2c1	-45	?	-7%	?	0.2%	-2	?	-1%	1%	-6	-24%
CO/C([O-])=N/c1c[n+](-c2ccc(Cl)cc2)no1	5	13	0%	-5	0.0%	1	-4%	-6%	-2%	-7	-10%
COc1ccc(NC(=O)CCNC(=O)Cn2cnc3ccccc3c2=O)cc1OC	-13	6	3%	-1	-1.1%	1	14%	17%	15%	4	0%
CC1CCCN(C(=O)Cn2c(=O)oc3ccccc32)C1 (stereo not given)	1	-5	-3%	4	5.3%	6	2%	-3%	4%	-6	0%
O=Cc1ccc(OC(=O)CCCCC(=O)Oc2ccc(C=O)cc2)cc1	1	2	1%	-4	0.1%	-1	-1%	136%[activator]	0%	-16	.
CCOc1cc(N2CCOCC2)c(OCC)cc1NC(=O)COc1cccc(CC)c1	-3	-8	1%	4	-2.2%	.	.	.	.	7	.
Cc1ccc(NC(=O)c2ccsc2)cc1NS(C)(=O)=O	5	-11	5%	11	0.0%	-2	-1%	55%[activator]	0%	1	.
O=C(COc1ccccc1F)NCc1ccc(-n2cccc2)cc1	-7	-10	-4%	2	0.3%	4	?	-1%	1%	-13	.
Cc1ccccc1Cn1c2ccccc2c2cnn(CC(=O)NCc3ccccn3)c(=O)c21	-7	3	1%	24	0.0%	0	-14%	2%	-5%	-9	.
COc1ccc(CNC(=O)CCCSc2ccccc2)cc1	0	3	0%	?	0.0%	0	-22%	8%	-3%	19	.
COCC(=O)N/N=C(\C)CC(=O)NCc1ccco1	-20	-4	2%	10	0.0%	-3	11%	-3%	0%	-4	-5%
COC(=O)CSc1nc2cc3c(cc2cc1C)OCCO3	1	22	1%	?	0.5%	1	1%	2%	4%	-14	10%
COc1ccc(OC)c(C2C(C(N)=O)=C(C)Nc3nc(-c4cccc(Cl)c4)nn32)c1 (stereo not given)	-8	-5	0%	-5	0.0%	-7	48%[activator]	-2%	1%	-16	11%
O=C(Nc1cccc(-c2nn[nH]n2)c1)c1cccs1	6	-14	1%	1	0.4%	.	.	27%	-2%	-10	7%
COc1cccc(NS(=O)(=O)c2ccc3c(c2)NC(=O)C(C)S3)c1 (stereo not given)	10	-2	-1%	-2	-1.1%	4	18%	35%[activator]	2%	-20	.
CC(C)c1ccccc1OCC(=O)N1CCCCCCC1	6	-13	2%	17	0.3%	5	?	-6%	3%	20	-3%
CCOc1ccc(NC(=O)CSc2nnnn2-c2ccc(C(N)=O)cc2)cc1	-3	-9	2%	-1	0.0%	3	2%	5%	.	-9	.
CC1=C(C(=O)OCC(C)C)[C@]23C(=O)c4ccccc4[C@@]2(O1)OC(N)=C3C#N	-26	2	0%	24	0.3%	-4	-10%	-10%	-1%	-8	-3%
CCOC(=O)C1=CSC2=NS(=O)(=O)CCN12	0	3	-1%	-1	-1.3%	0	4%	-6%	2%	-5	-11%
CCOC(=O)c1cc(-c2ccc(Cl)cc2)nc2c1c(C)nn2CCC#N	0	0	4%	21	0.4%	-2	?	2%	-3%	-5	1%
CCc1nnc(NC(=O)c2ccc(S(=O)(=O)N3CCCCC3C)cc2)s1 (stereo not given)	4	0	3%	18	-0.4%	2	3%	-1%	4%	5	-5%
CCOc1ccc(NC(=O)CN2C(=O)C3CC=CCC3C2=O)cc1 (stereo not given)	-13	-7	2%	-1	0.0%	1	2%	10%	-2%	-3	-6%
C=CCNCCOc1cccc(Br)c1	4	-2	2%	-5	0.4%	-1	-5%	2%	1%	8	-9%

Screening data as filed in PubChem BioAssay.

These rows are one share of the data, so the mix of outcomes need not match the whole.
